TTR transcr act = TTR transcription activators in neuroblastoma reporter cells, primary screen, cell-based, luminescence, SH-SY5Y, TTR promoter Gaussia luciferase; 100% = recombinant luciferase protein wells; activation, % at 16.7 µM; hit rate 1.3% among 92,000;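 active = activation above the mean of all tested compounds plus 3 SD, cut at about 9.5% in these data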;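 note: cells exposed to compounds for one day before reading; 0% = median of all test compound wells on the plate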
* = called active by the depositor. Only part of the results is shown; the hit share may differ from the screen's.

Start of the data: the first four records, ahead of the listing:
Molecule | TTR transcr act
Cc1ccc(NC(=O)c2ccc(Cl)cc2Cl)cc1O | -2.1
Cc1c(C(=O)OCC(=O)N2CCCC2=O)oc2ccccc12 | -1.2
CCN(CC)S(=O)(=O)c1ccc(N/N=C/c2cc(OC)ccc2O)nc1 | -0.1
Cc1cc2ccccn2c1C(=O)c1ccc(Cl)cc1 | -1.1

This part in full (from the top)
Molecule | TTR transcr act
Cc1ccc(NC(=O)c2ccc(Cl)cc2Cl)cc1O | -2.1
Cc1c(C(=O)OCC(=O)N2CCCC2=O)oc2ccccc12 | -1.2
CCN(CC)S(=O)(=O)c1ccc(N/N=C/c2cc(OC)ccc2O)nc1 | -0.1
Cc1cc2ccccn2c1C(=O)c1ccc(Cl)cc1 | -1.1
CC(Sc1nnc(Cc2ccccc2)n1C)C(=O)NC1CC1 (stereo unspecified) | -0.8
Cc1cc(C)n2c(NC3CCCC3)c(-c3cccnc3)nc2n1 | -0.7
Cc1ccc(C(=O)O/N=C(\c2ccccc2)c2cccnc2)cc1 | 0.5
C[C@H]1[C@@H](OC(=O)NCc2cccc(Cl)c2)CC[C@@]23CCCN2C(=O)CCC[C@@H]13 | 0.7
COc1cc(C)nc(N2CCCC(C(=O)Nc3cccc(Cl)c3C)C2)n1 (stereo unspecified) | -3.0
COc1cc2c(cc1/C=C1/NC(=O)N(c3ccccc3)C1=O)OCO2 | 2.4
CN(C)CCCN(C(=O)c1ccc2c(c1)CCCC2)c1nc2ccc(F)cc2s1 | 4.0
CCOC(=O)C1CCCN(C(=O)CN2CCN(Cc3ccc(Cl)cc3)C2=O)C1 (stereo unspecified) | 0.7
COc1ccc(OC)c(Nc2nc(C)nc3c2oc2ccccc23)c1 | -0.4
Cc1ccc(Cn2ccc(=O)c(OCc3ccccc3)c2C)cc1 | 2.9
O=C(NNC(=O)c1ccc2ccccc2c1)c1cccc(Cl)c1 | -1.1
O=C(C1CCC(Cn2c(=O)[nH]c3ccccc3c2=O)CC1)N1CCN(c2ccccc2)CC1 (stereo unspecified) | -2.3
Cc1ccc(N(Cc2ccc(C(=O)NCC3CCCO3)cc2)S(C)(=O)=O)cc1C (stereo unspecified) | -2.1
COc1ccc(NC(=S)N=Nc2c(O)[nH]c3ccccc23)cc1 | -2.5
COc1ccc(/C=C/C(=O)NCc2cn(C)nc2C)cc1COc1ccc(Br)cc1 | -0.8
O=C(O)CCSCCCN1C(=O)c2cccc3cccc(c23)C1=O | 0.4
Cc1cn([C@H]2C[C@H](O)[C@@H](CNC(=O)[C@H](N)Cc3cscn3)O2)c(=O)[nH]c1=O | 0.8
Cc1ccc(-c2c[n+](CC(=O)Nc3ccccc3)c3n2CCC3)cc1 | 0.7
CCCCn1c(N)c(Sc2ccccc2[N+](=O)[O-])c(=O)[nH]c1=O | -2.0
Cc1ccc(NC(=O)Cc2csc(-c3ccccc3)n2)cc1F | 0.9
COc1ccc(C(CNC(=O)c2ccc(NS(=O)(=O)c3ccc(F)c(C)c3)cc2)N2CCCC2)cc1 (stereo unspecified) | 1.6
C/C(N)=C(/C#N)C(=O)CSc1nnc(C)n1-c1ccccc1 | -1.2
COc1ccc(C(C)n2c(C)c3c(C)nnc(C)c3c2C)cc1 (stereo unspecified) | 9.8*
Cn1cccc1CC(=O)N/N=C/C=C/c1ccco1 | -0.9
O=C(C(c1ccccc1)c1ccccc1)N(Cc1ccco1)C1CCS(=O)(=O)C1 (stereo unspecified) | 2.1
O=C(Nc1ccc2c(c1)[nH]c(=O)c1ccccc12)C(F)(F)F | 2.0

Exported as labelled records: entries from further up.
> Cc1ccc(-c2c[n+](CC(=O)Nc3ccccc3)c3n2CCC3)cc1
- TTR transcr act: 0.7

> C/C(N)=C(/C#N)C(=O)CSc1nnc(C)n1-c1ccccc1
- TTR transcr act: -1.2

Next section.
Molecule | TTR transcr act
CCCn1c(NC(=O)c2ccc(C)cc2)nc2ccccc21 | -4.3
COc1ccc2oc(C(=O)OCC(=O)N3C(C)CCCC3C)c(C)c2c1 (stereo unspecified) | -1.1
CCCCn1nc2cc(C(=O)NCCc3cccs3)ccc2c1OCC | -4.0
CC(=O)CCC(=O)OCC(=O)c1ccc(C(F)(F)F)cc1 | -1.4
CCc1cc2c(SCC(=O)N(CC)c3c(N)n(Cc4ccccc4)c(=O)[nH]c3=O)ncnc2s1 | -1.6
O=C(Nc1ccc(Cl)cn1)c1ccc(Oc2ccccc2)cc1 | -2.6
COC(=O)[C@]12C[C@H](CC(=O)NCc3cccc4ccccc34)C(=O)N(Cc3ccc(Cl)cc3Cl)C1=C[C@H](C(C)C)O[C@@H]2C1CC1 | 0.5
Cc1[nH]c2ccccc2c1/C=N\NC(=O)c1ccco1 | 4.0
Cc1nn(-c2ccc(F)cc2)c(Cl)c1/C=N/NC(=O)c1cccc(S(=O)(=O)N2CCCC2)c1 | 7.1
Cc1c(C(=O)O/N=C(\N)c2ccccn2)cccc1[N+](=O)[O-] | -1.1
Cc1cc(=O)oc(C)c1C(=O)Nc1c(C)n(C)n(-c2ccccc2)c1=O | 2.6
CCn1c(SCC(=O)Nc2ccc3c(c2)OCO3)nc2c(c1=O)SC(C)C2 (stereo unspecified) | 1.4
CCc1c(C)n([O-])c2c([n+]1=O)CCC2 | 12*
CC(=NN1CC(=O)NC1=O)c1ccc([N+](=O)[O-])o1 | -0.6
COc1cccc(C(C(=O)NC2CCCC2)N(Cc2ccc(C)cc2)C(=O)c2ccco2)c1OC (stereo unspecified) | 1.2
c1ccc(Nc2nc(N3CCCCC3)nc(N3CCCCC3)n2)cc1 | 0.9
COc1ccc(N(CC(=O)NCCSc2ccccc2)S(=O)(=O)c2ccccc2)c(OC)c1 | -1.7
O=C(O)CCN1CCc2ccccc2C1c1cccs1 (stereo unspecified) | -0.3
COC(=O)c1ccc2c(=O)n(-c3ccc(OC)cc3)c(=S)[nH]c2c1 | 0.3
Cc1csc(SCC(=O)Nc2ccc3[nH]c(=O)[nH]c3c2)n1 | -0.5
COc1ccc(N2C3=C(C(=O)CC(C)(C)C3)C(c3cnn(C)c3)C3=C2CC(C)(C)CC3=O)cc1 | -0.3
Cc1ccc(Cl)cc1-c1cc(C(=O)NCC2CCCCC2)[nH]n1 | 9.5
O=C(O)c1cccc(S(=O)(=O)N(Cc2ccccc2)c2ccccc2)c1 | 0.3
Cc1nn(C)c(C)c1S(=O)(=O)N(CC(=O)Nc1ccc2c(c1)OCO2)c1ccc(C(C)C)cc1 | -0.2
COC(=O)c1c(N)sc2c1CCN(c1ncc(C(F)(F)F)cc1Cl)C2 | -0.2
COC(=O)c1sccc1NC(=O)c1ccco1 | 1.7
O=C(NC1CCCC1)C(C1CC1)n1c(C2CCCC2)nc2ccccc21 (stereo unspecified) | 0.2
CCc1nc(SCC(=O)Nc2ccc(F)cc2F)c2c(=O)n(C)c(=O)n(C)c2n1 | 1.5
FC(F)(F)c1ccccc1Cc1c(-c2cccc(Cl)c2)nc2ccc(Br)cn12 | 0.8
Cc1sc2nc(C(C)C)oc(=O)c2c1C | 7.4
O=C(CSCc1cccc(Br)c1)NC1CC1 | -1.0
COCc1cc(C)nc2sc3c(=O)n(Cc4ccco4)nnc3c12 | 1.0
O=C(COc1coc(CN2CCc3ccccc3C2)cc1=O)Nc1cccc(Cl)c1 | -1.8
COc1ccc(NC(=O)Nc2nnc(N3CCCCC3C)s2)cc1OC (stereo unspecified) | -0.5
O=C(Nc1ccc2c(c1)OCO2)C1CCCCC1 | -0.8
CC(/C=N/NC(=O)c1ccncc1)=C\c1ccco1 | 1.1
COC(=O)C[C@H]1C=C[C@H](NS(=O)(=O)c2cn(C)cn2)[C@@H](CO)O1 | 0.3
O=C1CC(c2ccc(Cl)cc2)SC(N(c2ccccc2)c2ccccc2)=N1 (stereo unspecified) | -2.4
Cc1cc(C)nc(NC(=O)c2cc([N+](=O)[O-])cc([N+](=O)[O-])c2)n1 | 1.9
O=C(Nc1cccc(Cl)c1)OCc1cnc(Cl)s1 | -1.9
CCC(CC)c1nnc(NC(=O)c2c(C)nn(Cc3ccccc3Cl)c2C)s1 | -1.6
CCOCCc1nnc(NC(=O)CS(=O)(=O)c2ccc(C)cc2)s1 | 5.7
O=C(CCN1c2ccccc2Sc2ccccc21)OCc1nnc(-c2ccccc2)o1 | 0.2
Cc1nc(CSc2nnc3scc(-c4ccc(Cl)cc4)n23)cs1 | 2.2
O=C(NCCCN1CCOCC1)c1ccc(NS(=O)(=O)c2cccc([N+](=O)[O-])c2)cc1 | -0.1
CCOC(=O)c1[nH]c(C)c(/C(O)=C2\C(=O)C(=O)N(CCN(C)C)C2c2cccc(OC)c2OC)c1C (stereo unspecified) | 0.8
O=C(CSCc1ccc(Cl)cc1)NCC1CCCO1 (stereo unspecified) | -0.9
COc1cc(/C=N/NC(=O)c2cc(C)oc2C)ccc1O | -3.0
COc1ccc(NC(=O)COC(=O)CCc2ccccc2)c(OC)c1 | 0.0
Cc1cc2ncc(C(=O)N=CN(C)C)cn2n1 | 0.5
COc1ccc(CC(=O)Cc2ccc(OC)c(OC)c2)cc1OC | 0.2
Cc1cc(NC(=O)c2ccc3c(c2)OCO3)ccc1NC(=O)c1ccco1 | 3.1
C=CCNC(=O)COc1ccc(Br)cc1Cl | -2.1
CN(Cc1cccc(-n2cccn2)c1)C(=O)CCc1nnc(C2CCCCC2)o1 | -1.5
COc1ccc(-n2cnc3ccccc32)cc1 | 3.4
CN(Cc1ccccc1)C(=O)OCc1cn(Cc2ccc(F)cc2F)nn1 | 0.2
CCNc1nc(Oc2ccc(Cl)cc2Cl)cc(C(F)(F)F)n1 | -1.3
C=CCn1c(SCC(=O)Nc2ccc(F)cc2F)nc2c([nH]c3ccccc32)c1=O | 0.8
CN(C(=O)c1cccc(NC(=O)Cc2ccc(NC(=O)C3CCCN(C(=O)C4CCC4)C3)cc2)c1)C1CCC1 (stereo unspecified) | -2.0
O=C(NNc1c2ccccc2nc2ccccc12)C12CC3CC(CC(C3)C1)C2 | -1.5

(listing goes on)
Molecule | TTR transcr act
CCCCNC(=O)OCCSCCS(=O)(=O)c1ccc(Cl)cc1 | -1.4
O=S(=O)(Nc1cccc(-c2ccc3nncn3n2)c1)c1cccc(F)c1 | -0.1
CCCCc1nc2sc3c(c2c(=O)[nH]1)CC(C)(C)OC3 | 0.0
C/C(Cc1ccccc1)=N\NC(=O)CNC(=O)c1ccc(C(C)(C)C)cc1 | 2.7
CC(NCc1ccc(OCC(N)=O)cc1)C12CC3CC(CC(C3)C1)C2 (stereo unspecified) | 0.7
O=C(Cn1nc(-c2cccs2)ccc1=O)Nc1ccc(Br)cc1 | -1.8
O=C1CS/C(=N\N=C\c2ccccc2Cl)N1CC1CC1 | 1.2
Cc1c(S(=O)(=O)c2ccccn2)c(N)n(Cc2ccccc2)c1C | 1.6
COc1ccccc1N1CCN(C(=O)CCCn2c(=O)[nH]c3ccsc3c2=O)CC1 | -0.6
CCOC(=O)N1CCC(N(CCOC)C(=O)Nc2ccc(C)c(C)c2)CC1 | 1.8
CCOc1ccc(N(CC(=O)Nc2ccc(Br)cc2)S(C)(=O)=O)cc1 | -1.3
CCCCc1nnc(NC(=O)CCSc2ccccc2)s1 | -1.2
CCOc1ncccc1C(=O)N1CCN(c2ccc(C(F)(F)F)cn2)CC1 | 0.5
CCOC(=O)[C@H]1[C@H]2COc3ccccc3[C@@H]2N2C(=O)CNC(=O)[C@@]12C | 7.0
Cc1ccc(S(=O)(=O)c2ccc(Cl)cc2)cc1S(N)(=O)=O | 0.0
CSc1sc(C(=O)NN)c2c1C1(CCC2)SCCS1 | 0.4
O=C(c1ccco1)N1CCN(C(c2ccc(F)cc2)c2nnnn2CC2CCCO2)CC1 (stereo unspecified) | 11*
Cc1ccc(F)cc1C(=O)N1CCCC(c2cc(C(=O)NCc3ccccc3)no2)C1 (stereo unspecified) | -1.5
O=C(CCC(=O)N1CCN(S(=O)(=O)c2ccccc2)CC1)c1cccs1 | -0.3
NS(=O)(=O)c1ccc(CCNC/C=C/c2ccccc2)cc1 | 2.9
Cc1cc(Nc2ccc(Cl)cc2)nc(-c2ccccc2O)n1 | 1.2
COc1ccccc1Cc1c(-c2ccc(C)cc2)nc2c(C)cc(Br)cn12 | -1.8
Cc1ccc(Nc2nnc(-c3ccccc3N)o2)cc1C | -2.3
Cc1nc2nc3c(c(=O)n2[nH]1)CCC3 | -2.1
Cc1ccc2cc(C)c3nnc(SCc4ccc(C(=O)O)cc4)n3c2c1C | -1.5
Cc1ccc(S(=O)(=O)Nc2cc(-c3ccc(Cl)cc3)nn2C)cc1 | 1.0
Cc1nc(C)c(-c2csc(Nc3ccc(O)cc3C)n2)s1 | -1.3
COc1ccc(C(=O)COC(=O)/C=C/c2ccccc2)c(OC)c1 | 1.1
O=C(N/N=C\C=C\c1ccc(Br)cc1)c1ccc2c(c1)OCO2 | 2.9
CN(C(=O)c1cccc(S(=O)(=O)N2CCCC2)c1)C1CCCCC1 | 1.5
O=C(Nc1cccc(-n2cnnn2)c1)c1cccnc1 | 0.8
COCC(=O)N1CCN(c2cccc(Cl)c2)CC1 | -1.4
Cc1ccc(C)c(NC(=O)Nc2ccc3c(c2)OCO3)c1 | 0.1
Cc1cccc2c3nc4ccccc4nc3n(C)c12 | -0.5
N#Cc1cc2c(nc1SCC(=O)N1CCCCC1)CCCC2 | 1.9
Oc1ccc(/C=N/Nc2nc(-c3ccc(Cl)cc3)cc(C(F)(F)F)n2)cc1 | -0.5
C=CCNC(=S)NNC(=O)C(CCCC)CC(O)COCC(C)C (stereo unspecified) | 0.6
CCn1cc(C(=O)NC2CCCCC2)c(=O)c2ccc(C)nc21 | -2.4
S=C(NCC1CCCO1)N1CCN(c2nc(-c3ccccc3)cs2)CC1 (stereo unspecified) | -1.6
